GSTO1 inh – inhibitors of recombinant GSTO1, primary screen, counter-screen for RBBP9 inhibitor project, biochemical, fluorescence polarization; Glutathione S-transferase omega-1 (Homo sapiens), P78417; activity-based probe fluorescence polarization; inhibition, % at 5.96 µM; 1.1% of 300,000 active;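 active = inhibition above the campaign mean inhibition plus 3 SD, cut at about 35% in these data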;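 note: 0% = GSTO1-1 with DMSO and 100% = wells lacking GSTO1-1 enzyme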
PAFAH1B2 FP inh – PAFAH1B2 enzyme inhibitors, primary screen, biochemical, fluorescence polarization, human | Platelet-activating factor acetylhydrolase IB subunit alpha2 (Homo sapiens), P68402 | recombinant PAFAH1B2, FP-rhodamine activity probe | inhibition, % at 3.39 µM | 1.2% of 340,000 active | AID 492953, 2010;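 active = inhibition above the mean of all tested compounds plus 3 SD, cut at about 24% in these data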;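 note: 0% = enzyme with DMSO and 100% = wells lacking PAFAH1B2; many of its hits are not listed in these tables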
Target sequence (P68402 whole entry, looked up): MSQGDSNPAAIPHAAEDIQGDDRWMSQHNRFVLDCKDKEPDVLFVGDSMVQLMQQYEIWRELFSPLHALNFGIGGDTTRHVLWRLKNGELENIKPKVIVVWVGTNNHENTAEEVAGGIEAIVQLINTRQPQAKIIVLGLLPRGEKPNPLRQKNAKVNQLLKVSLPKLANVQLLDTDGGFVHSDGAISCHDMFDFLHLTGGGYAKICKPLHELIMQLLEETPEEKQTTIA
LYPLA1 counter – LYPLA1 inhibitors, primary screen, counter-screen for PME1 inhibitor project, biochemical, fluorescence polarization, FP-Rh probe ABPP; Acyl-protein thioesterase 1 (Homo sapiens), O75608; recombinant LYPLA1; inhibition, % at 5.9 µM; 0.16% of 320,000 active; AID 2174, 2009;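 active = inhibition above the mean of all tested compounds plus 3 SD, set per campaign, cut at about 14% in these data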;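 note: inhibitors block serine hydrolase probe labeling of LYPLA1 so polarization falls; 0% = enzyme with DMSO and 100% = wells lacking LYPLA1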
Target sequence (O75608 whole entry, looked up): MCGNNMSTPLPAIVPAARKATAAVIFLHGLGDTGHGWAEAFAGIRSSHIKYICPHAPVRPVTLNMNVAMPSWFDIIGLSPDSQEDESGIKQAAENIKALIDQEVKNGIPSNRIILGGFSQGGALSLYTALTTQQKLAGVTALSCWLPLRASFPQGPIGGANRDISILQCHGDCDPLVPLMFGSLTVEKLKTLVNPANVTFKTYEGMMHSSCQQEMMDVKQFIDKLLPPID
PAD4 inh – human PAD4 inhibitors, primary screen, biochemical, fluorescence polarization, 1536-well format. 0.41% of 330,000 active. Protein-arginine deiminase type-4 (Homo sapiens), Q9UM07. inhibition, % at 6.36 µM. recombinant PAD4, RCA probe fluorescence polarization;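 active = percent inhibition above a cutoff equal to the mean of all tested compounds plus 3 SD, cut at about 15% in these data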;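 note: 0% = PAD4 with RCA probe and DMSO and 100% = probe without PAD4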
PAFAH2 FP inh – PAFAH2 enzyme inhibitors, primary screen, biochemical, fluorescence polarization, human; recombinant PAFAH2, FP-rhodamine activity probe; inhibition, % at 3.39 µM; 0.99% of 340,000 active; AID 492956, 2010; Platelet-activating factor acetylhydrolase 2, cytoplasmic (Homo sapiens), Q99487;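 active = inhibition above the mean over all tested compounds plus 3 SD, cut at about 30% in these data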;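 note: inhibitors block probe labeling of enzyme so polarization drops; 0% = enzyme with DMSO and 100% = wells lacking PAFAH2 protein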
PAFAH1B3 inh – PAFAH1B3 enzyme inhibitors, primary screen, biochemical, fluorescence polarization, human; Platelet-activating factor acetylhydrolase IB subunit alpha1 (Homo sapiens), Q15102; recombinant PAFAH1B3, FP-rhodamine probe; inhibition, % at 3.39 µM; 0.28% of 340,000 active;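 active = inhibition above the screen-wide average of all tested compounds plus 3 SD, cut at about 25% in these data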;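 note: 0% = enzyme with DMSO only and 100% = wells lacking PAFAH1B3 protein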
Target sequence (Q15102 whole entry, looked up): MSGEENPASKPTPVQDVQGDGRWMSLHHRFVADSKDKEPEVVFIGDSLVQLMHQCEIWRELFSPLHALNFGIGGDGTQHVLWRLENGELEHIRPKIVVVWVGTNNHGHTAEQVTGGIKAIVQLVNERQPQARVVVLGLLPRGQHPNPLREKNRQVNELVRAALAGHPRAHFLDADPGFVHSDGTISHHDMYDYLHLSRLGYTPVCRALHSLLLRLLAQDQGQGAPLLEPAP
pPAFAH inh – pPAFAH enzyme inhibitors, primary screen, biochemical, fluorescence polarization, human | inhibition, % at 3.39 µM | Platelet-activating factor acetylhydrolase (Homo sapiens), Q13093 | recombinant pPAFAH, FP-rhodamine probe fluorescence polarization | 1.5% of 330,000 active | AID 463082, 2010;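 active = inhibition above the mean inhibition across the screen plus 3 SD, cut at about 25% in these data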;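 note: inhibitors block binding of the rhodamine activity-based probe so polarization drops; 0% = enzyme with DMSO and 100% = wells lacking pPAFAH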
LYPLA2 inh – LYPLA2 inhibitors, primary screen, counter-screen for PME1 inhibitor project, biochemical, fluorescence polarization, FP-Rh probe ABPP | inhibition, % at 5.9 µM | 0.38% of 320,000 active | AID 2177, 2009 | recombinant LYPLA2;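 active = inhibition above the screen-wide mean plus 3 SD, limit set per campaign, cut at about 26% in these data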;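 note: 0% = LYPLA2 with DMSO and 100% = wells lacking LYPLA2 enzyme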
Target sequence (O95372 whole entry, looked up): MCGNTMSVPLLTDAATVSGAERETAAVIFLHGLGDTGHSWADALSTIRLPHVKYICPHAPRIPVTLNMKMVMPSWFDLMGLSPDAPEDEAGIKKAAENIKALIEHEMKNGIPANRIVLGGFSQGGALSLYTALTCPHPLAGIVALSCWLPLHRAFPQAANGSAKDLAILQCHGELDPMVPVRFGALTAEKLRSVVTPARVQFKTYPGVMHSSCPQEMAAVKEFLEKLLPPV
PME-1 inh – PME-1 inhibitors via competitive probe labeling, primary screen, biochemical, fluorescence polarization, FP-Rh probe, HTS | inhibition, % at 5.9 µM | 0.53% of 320,000 active | recombinant PME-1 | AID 2130, 2009;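 active = inhibition above the campaign mean of all compounds plus 3 SD, cut at about 26% in these data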;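 note: competitive labeling of PME-1 active site by serine hydrolase directed probe; 0% = PME-1 with DMSO and 100% = wells lacking PME-1 enzyme; inhibitors block probe labeling so polarization falls and inhibition rises; many of its hits are not listed in these tables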
Numbers without * were called inactive; nt = not tested or not shown; & = joins results of further samples; ! = not active in a repeat. This is a subset; rates above refer to the full screens.

SMILES	GSTO1 inh	PAFAH1B2 FP inh	LYPLA1 counter	PAD4 inh	PAFAH2 FP inh	PAFAH1B3 inh	pPAFAH inh	LYPLA2 inh	PME-1 inh
N=c1oc2ccc3ccccc3c2cc1-c1nnc2n1CCCCC2	3	-2	-3	-1	8	14	-1	0	1
COC(=O)C1Cc2c([nH]c3ccccc23)C2(CCN(Cc3ccccc3)CC2)N1 (configuration not stated)	62*	5	4	2	4	6	2	2	11
COc1ccc(/C=C/C(=O)NCc2cn(C)nc2C)cc1COc1ccc(Br)cc1	-15	1	-7	-1	-10	1	-1	-6	-7
CCn1c(=O)c2c3c(sc2n2cnnc12)CCC3	-10	1	-1	0	7	4	-4	-7	4
CN(CC(=O)Nc1ccccc1Cl)C(=O)Cn1cnc2ccc(Cl)cc2c1=O	nt	1	-1	-3	3	0	-1	-7	5
NC(=O)N=Nc1c(O)[nH]c2c(Br)cc(Br)cc12	-3	nt	5	-5	nt	nt	3	5	16
COc1ccc(C(C#N)C2(C)OCCO2)cc1OC (configuration not stated)	-4	1	0	4	2	3	6	-7	5
COC(=O)c1ccc(COC(=O)C2CCN(S(=O)(=O)c3c(Cl)cccc3Cl)CC2)o1	8	6	-2	-2	11	5	11	-2	-3
O=[N+]([O-])c1cc(S(=O)(=O)Nc2cccc(Cl)c2)ccc1N/N=C/c1ccc(N2CCOCC2)cc1	-3	3	-1	-1	-6	2	5	1	5
CCc1nnc(NC(=O)CN2C(=O)/C(=C/c3ccc(OC)c(OC)c3)SC2=S)s1	10	nt	5	-3	nt	nt	-2	4	2
O=C(Cc1cc(=O)[nH][nH]1)N/N=C/C(Cl)=C/c1ccccc1	54*	8&5	-2&2	7&0	-3&-9	0&1	26*!	1&4	3&-2
CC(C)(C)OC(=O)C[C@H]1C/C=C\C[C@@H](CC(=O)N(CCO)Cc2ccccc2)C(=O)N[C@@H](c2ccccc2)COC1=O	nt	-1	nt	5	3	2	1	nt	nt
Cc1ccc(Cn2ccsc2=NC(=O)CCl)cc1	84*	3	0	3	-2	2	4	4	0
CN(C(=O)c1ccccc1Cl)c1ccccc1	-3	5	0	-2	0	4	0	4	4
Cc1cccc(CCN2C(N(C)C)=NC[C@@H]2Cc2ccccc2)c1	nt	3	nt	-4	4	3	-3	nt	nt
CCCNc1nc2c(c(=O)[nH]c(=O)n2C)n1CCCc1ccccc1	-3	1	-2	2	8	9	5	-1	5
Cc1oc(-c2ccccc2Cl)nc1CS(=O)CC(=O)NC1CC1 (configuration not stated)	6	4	2	5	-7	11	2	3	1
O=C(Cc1ccccc1Cl)N1CCN(c2ccccn2)CC1	-2	-1	3	-3	0	-3	2	-3	5
CCn1c(SCC(=O)Nc2ccc3c(c2)OCO3)nnc1-c1ccccc1O	8	1	1	2	5	1	-1	1	-6
CCn1c(Cc2ccc(OC)cc2)nnc1SCC(=O)Nc1cccc(C(=O)OC)c1	2	4	-3	0	6	3	-3	-1	3
CCOc1ccc2nc(NC(=O)c3ccco3)sc2c1	2	6	-3	17*	9	8	-5	-4	-12
S=C(Nc1ccccc1)N1CCCCCC1	6	5	-2	-3	6	-6	-2	-2	0
N=c1c(S(=O)(=O)c2ccc(F)cc2)cc2c(=O)n3ccccc3nc2n1CC1CCCO1 (configuration not stated)	6	9	1	-1	6	6	-2	-4	-6
O=C(N=Nc1c(O)[nH]c2ccccc12)c1ccc2c(c1)OCO2	-4	0	-3	-2	6	-5	4	-4	6
C[C@@H]1OC(Nc2ccc(N=Nc3ccccc3)cc2)[C@H](O)[C@H](O)[C@H]1O (some centres not stated)	8	nt	2	1	nt	nt	7	6	-8
CS(=O)(=O)N(Cc1ccccc1)c1ccc(C(=O)NCC2CCCO2)cc1 (configuration not stated)	-2	2	1	-3	0	6	3	7	-1
Cc1ccc(NC(=O)c2ccc(OCc3c(C)noc3C)cc2)cc1	-9	nt	0	-4	nt	nt	2	16	-5
COC(=O)CN1C(=S)N(Cc2ccccc2)C(=O)C1CC(=O)Nc1ccc(OC)cc1 (configuration not stated)	1	-2	0	4	-2	16	4	2	-5
COc1ccc(-c2ccc(=O)n(Cc3ccc([N+](=O)[O-])cc3)n2)cc1	-7	1	-3	0	0	-3	-4	29*	0
COc1cccc(-c2nc(CS(=O)CC(=O)NCc3ccc4c(c3)OCO4)c(C)o2)c1 (configuration not stated)	-3	7	-2	-3	-4	-5	-4	-1	-2
CCOc1ncccc1C(=O)Nc1ccc(F)c(F)c1	1	4	1	5	6	9	1	1	2
Cc1ccc(N(CC(=O)N2CC(=O)Nc3ccccc32)S(=O)(=O)c2ccc3c(c2)OCCO3)cc1	6	2	-1	-5	-7	2	5	-3	1
CC(CCc1ccccc1)NC(=O)C1CCN(S(=O)(=O)c2cnc[nH]2)CC1 (configuration not stated)	-1	8	2	1	-5	7	3	3	-5
CCCc1cc(=O)[nH]c2nnc(SCC(=O)Nc3ccc(NC(C)=O)cc3)n12	-6	3	0	-3	7	5	7	1	-1
CC(=O)c1c(C)oc2ccc(O)c(CN3CCOCC3)c12	9	5	1	-2	1	-2	2	-2	-3
CCCC(=O)Nc1ccc(Cl)c(NC(=O)c2cccnc2)c1	-2	-3	1	-8	9	-1	0	-2	0
COCCNC(=O)CC(NS(=O)(=O)c1ccc(NC(C)=O)cc1)C(C)C (configuration not stated)	4	5	3	-2	-10	9	1	3	-2
O=C(O)c1cccc(NC(=S)NC(=O)c2ccc(-c3ccccc3)cc2)c1	-17	-1	1	1	5	-8	-2	8	-4
Cc1nc2nc[nH]n2c(=O)c1NC(=O)c1cccc(OCC(C)C)c1	4	4	-1	1	5	-5	3	0	0
CC(C)(C)NC(=O)C(c1ccncc1)N(Cc1ccc(F)cc1)C(=O)c1ccc(-c2ccccc2)[nH]1 (configuration not stated)	2	0	-3	3	3	4	5	1	5
CN(Cc1c(F)cccc1Cl)C(=O)c1cccc(S(=O)(=O)NCc2ccccc2)c1	4	8	1	3	-6	4	6	3	14
O=C(CSc1c2c(nc3cc(Cl)ccc13)CCCC2)NCc1ccco1	-72	-1	-2	-1	6	7	5	-3	1
COc1ccc([N+](=O)[O-])cc1NC(=O)c1ccco1	12	-1	6	5	-3	14	1	12	-3
O=C(CN1C(=O)/C(=C/c2ccc(F)cc2)SC1=S)NC1C=CS(=O)(=O)C1 (configuration not stated)	0	4	-2	-20	5	3	0	-1	-7
COc1ccc(Cn2c(CCC(=O)Nc3ccccc3)nc3cccnc32)cc1	7	2	-3	-2	2	7	-1	-1	6
CCN(Cc1ccncc1)C(=O)c1cc(COc2ccc(OC)cc2Cl)on1	1	3	0	0	7	6	0	4	-1
COc1cccc(CC(=O)NC2CCCN(Cc3ccc(Cl)cc3)C2)c1 (configuration not stated)	7	-2	1	-2	-7	1	6	-3	6
CCn1c(=NC(=O)c2ccco2)sc2cccc(F)c21	2	5	-6	-1	5	-2	1	-3	-2
COc1ccc(OC)c(S(=O)(=O)Nc2ccc3oc(C)c(C(C)=O)c3c2)c1	-1	5	-4	-5	-9	6	4	0	7
COc1ccc(Cl)cc1S(=O)(=O)N1CCCc2ccccc21	1	2	0	6	7	5	4	10	5

More entries follow.
SMILES	GSTO1 inh	PAFAH1B2 FP inh	LYPLA1 counter	PAD4 inh	PAFAH2 FP inh	PAFAH1B3 inh	pPAFAH inh	LYPLA2 inh	PME-1 inh
N#CCCN1CCN(S(=O)(=O)c2ccc(S(=O)(=O)NC3CCCC3)cc2)CC1	-3	5	-2	0	-2	-2	6	-7	1
Cc1ccc(N2CC(C(=O)NC3CCSC3=O)CC2=O)cc1 (configuration not stated)	3	4	-2	-1	-4	9	-7	2	-6
COc1ccc(CN(C(=O)CNC(=O)c2ccco2)C(C(=O)NCC2CCCO2)c2ccccc2)cc1 (configuration not stated)	5	4	-4	-5	-4	-2	-7	0	-1
c1ccc2c(-c3nnc(SCc4cn5ccccc5n4)o3)c[nH]c2c1	3	1	-7	0	-2	3	0	3	4
COc1ccc2cc(C(C)C(=O)N3CCC(C(N)=O)CC3)ccc2c1 (configuration not stated)	4	-1	-2	5	-1	3	-3	-3	-3
N#Cc1ccc(OC(=O)C2CCN(C3=NS(=O)(=O)c4ccccc43)CC2)cc1	nt	0	3	3	4	10	0	2	-1
CSc1nc2c(c(=O)[nH]1)C(c1cccc(Br)c1)CC(=O)N2 (configuration not stated)	1	5	-1	-2	4	0	0	-7	-2
Cc1ccc(F)cc1NC(=S)NCCc1ccccc1	4	-1	-2	-1	-2	4	-3	3	4
Cc1ccc(C)n1-c1nn(S(=O)(=O)c2cccc3cccnc23)c2cccc(F)c12	-3	1	-6	3	1	2	1	5	-3
CCOC(=O)C1=C(COC(=O)COc2ccccc2OCC)NC(=O)NC1C (configuration not stated)	10	2	1	-1	4	4	3	2	-1
Cc1[nH]c(=O)c(C(=O)c2ccccc2O)cc1C(=O)O	3	5	-2	-5	0	5	4	2	-4
c1ccc(CNCC2COc3ccccc3O2)cc1 (configuration not stated)	3	4	0	-3	2	4	-1	5	-8
O=C(OCC(=O)N1CCOCC1)c1ccc2c(c1)OCCO2	-1	-2	3	1	3	2	0	5	-7
COc1ccc(OC)c(S(=O)(=O)N2CCC(C(=O)Nc3ccc(C)c(C)c3)CC2)c1	-4	0	0	-2	8	1	1	2	4
CC1CCCCN1C(=O)CSc1nnc(-c2ccccc2O)o1 (configuration not stated)	15	3	1	2	-1	5	8	3	3
Cn1c(C(=O)NCCCN2CCCCC2)cc2sccc21	-4	4	0	0	-1	1	6	-4	-3
COCCN(CC(=O)Nc1cccc(C)c1C)C(=O)C1(c2ccccc2)CC1	nt	3	nt	4	2	10	3	nt	nt
COc1cc2c(cc1O)[C@@H]1Cc3cc(OC)c(OC)cc3C(C2)N1C	3	5	2	-4	-5	9	3	6	-2
O=C(N1CCCCCC1)N1CCN(S(=O)(=O)N2CCCCC2)CC1	9	2	3	0	2	2	9	0	3
O=C(CNC(=S)NC(=O)C1CCCCC1)c1ccccc1	-1	-6	-1	0	3	-6	4	1	-3
CCOC(=O)CN(c1ccccc1C)S(=O)(=O)c1ccc(Cl)cc1	-2	5	-1	-1	9	6	-6	0	-6
COc1ccc(CN2CCCC(CNC(=O)c3ccc(F)cc3)C2)c(F)c1 (configuration not stated)	9	5	1	0	4	6	-1	5	-8
Cc1cc(NC(=O)COc2ccccc2)n(-c2ccccc2)n1	-8	9	1	-4	4	1	6	-1	-1
Cc1cc(C)cc(N(CC(=O)N/N=C/c2ccncc2)S(=O)(=O)c2ccccc2)c1	-4	1	-5	1	-2	1	2	-7	1
Oc1cc(-n2cccn2)c(O)cc1-n1cccn1	70*	3	-1	-13	8	8	1	-3	-10
